High-throughput results: PubChem, several laboratories
Peg3 prom inh: inhibitors of Peg3 promoter; AID 588405; inhibition, % at 20 µM; actives 1.7% (n = 360,000); HeLa PEG-Prom luciferase reporter, luminescence, overnight;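 active means inhibition of at least 50% at 20 µM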
PDI inh: PDI (human) enzyme inhibition; inhibition, % at 10 µM; actives 0.052% (n = 350,000); PDI insulin aggregation turbidity, A650, 90 min;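 active means mean inhibition across replicates of 30% or more, whatever share of single replicates reach that level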;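 further: absorbance from insulin aggregation driven by PDI reduction with DTT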
Target sequence (P07237 whole entry, looked up): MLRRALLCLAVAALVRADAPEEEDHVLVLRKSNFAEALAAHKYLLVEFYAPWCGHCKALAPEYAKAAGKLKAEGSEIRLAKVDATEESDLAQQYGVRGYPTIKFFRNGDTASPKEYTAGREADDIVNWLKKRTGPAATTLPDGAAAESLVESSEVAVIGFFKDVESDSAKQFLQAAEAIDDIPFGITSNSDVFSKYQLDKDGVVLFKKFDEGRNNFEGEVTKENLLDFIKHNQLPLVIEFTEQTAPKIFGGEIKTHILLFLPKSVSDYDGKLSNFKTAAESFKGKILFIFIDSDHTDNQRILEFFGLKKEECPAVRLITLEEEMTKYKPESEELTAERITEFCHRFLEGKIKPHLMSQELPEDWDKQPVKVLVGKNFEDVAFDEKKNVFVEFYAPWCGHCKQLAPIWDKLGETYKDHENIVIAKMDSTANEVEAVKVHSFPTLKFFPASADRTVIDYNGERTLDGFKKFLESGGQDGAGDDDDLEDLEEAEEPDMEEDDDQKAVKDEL
NR2E3 ag-1: NR2E3 (human) agonism. Q9Y5X4. GST-NR2E3/biotin-RetCOR TR-FRET, 1536-well. inhibition of corepressor binding, % at 4.78 µM. actives 0.12% (n = 320,000). AID 2300;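 active means percent inhibition above the cutoff of mean plus 3 SD of all tested compounds, set per screening campaign, cut at about 20% in these data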;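 further: 0% = DMSO wells and 100% = biotin wells as full block of FRET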
Target sequence (Q9Y5X4 whole entry, looked up): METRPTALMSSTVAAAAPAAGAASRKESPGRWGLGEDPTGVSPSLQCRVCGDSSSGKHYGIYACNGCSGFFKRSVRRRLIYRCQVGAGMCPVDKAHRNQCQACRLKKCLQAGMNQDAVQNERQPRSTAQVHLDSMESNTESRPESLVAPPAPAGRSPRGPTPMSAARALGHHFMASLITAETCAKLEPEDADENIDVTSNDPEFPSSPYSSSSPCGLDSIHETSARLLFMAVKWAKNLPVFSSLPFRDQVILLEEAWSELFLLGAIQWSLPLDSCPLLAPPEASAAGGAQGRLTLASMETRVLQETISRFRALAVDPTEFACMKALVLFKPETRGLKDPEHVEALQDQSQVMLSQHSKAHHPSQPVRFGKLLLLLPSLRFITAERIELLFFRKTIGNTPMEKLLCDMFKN
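Format: 1536-well format; test system: GST-NR2E3 and biotin-RetCOR proteins; read-out basis: percent inhibition of TR-FRET ratio; timing: 5 h incubation at 4 °C; detection: time-resolved FRET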
aDG glyco act: increases alpha dystroglycan glycosylation | AID 624168 | activation, % at 10 µM | actives 0.22% (n = 360,000) | Pro5-aDG cells, alpha-DG glycosylation AlphaScreen (IIH6); 0% Pro5, 100% B10-LARGE cell signal;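 active means activation of at least 8% versus controls, or a plate z-score of at least 8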;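 further: Pro5 are CHO cells carrying HIG-tagged alpha-DG that lacks glycosylation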
HIF-2a block: blocks HIF-2a reporter activity; 786-0 RCC cells HIF-2a reporter, luciferase luminescence, overnight; inhibition, % at 18.8 µM; actives 0.72% (n = 360,000); AID 624352;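 active means inhibition of the luminescence signal of 40% or more relative to plate controls, in a single-dose primary screen at 18.75 µM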
Granule exo inh: blocks lytic granule exocytosis; AID 651702; actives 0.66% (n = 360,000); TALL-104 LAMP-1 surface exposure, flow cytometry; cells stimulated with thapsigargin and PMA; inhibition, % at 10 µM;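 active means inhibition above about 55%, limit read from the data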
Vif inh: HIV Vif inhibition | HEK293T cells, Vif self-association by quenched fluorescence, imaging, 24 h | inhibition, % at 7.49 µM | actives 0.35% (n = 340,000); in the data active means inhibition above about 50%, passing the limit was not always enough; further: some results filed as inactive read as strong as hits
CaV13 FRET inh: Primary screen for inhibitors of IQ motif and Ca2+-dependent inactivation inhibitor domain binding in CACNA1D, Förster resonance energy transfer in living cells, …. HEK cells, CFP/YFP FRET ICDI-IQ, plate reader, 10 min; percent FRET-ratio fall versus neutral wells. inhibition, % at 12.3 µM. actives 0.098% (n = 340,000);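 active means mean replicate inhibition of at least 30% and at least 1% of replicates passing that level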;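 further: 0% = median of the neutral control wells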
TRPM1 prom inh: inhibitors of MITF-driven TRPM1 promoter in melanoma cells | SK-MEL-5 TRPM1 promoter luciferase, 24 h | inhibition, % at 12.5 µM | actives 0.83% (n = 330,000);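 active means mean inhibition across replicates of 60% or more, whatever share of single replicates reaches that level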; further: values of inactives mirror those of a sister screen read the other way
NR2E3 ag-2: human photoreceptor-specific nuclear receptor agonism. Q9Y5X4. CHO-S Gal4-NCOR/VP16-NR2E3 two-hybrid, luciferase. inhibition of corepressor binding, % at 3.98 µM. actives 0.35% (n = 360,000). AID 602229;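 active means inhibition above the mean of all tested compounds plus 3 SD, cut at about 70% in these data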;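 further: 0% = DMSO with NR2E3 transfected cells and 100% = cells lacking NR2E3 construct; higher means lower luciferase signal from less NR2E3 corepressor binding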
hiPSC survival: hiPSC single-cell survival enhancement | ATPlite luminescence; 100% = ROCK inhibitor wells, 0% = DMSO | survival enhancement, % at 20 µM | actives 0.044% (n = 360,000); in the data active means survival enhancement above about 18%;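 further: cells exposed to compounds for 16 hours before the ATP read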
The depositor's hits bear a star; . = not tested or not shown. Hits appear at their usual frequency; 3.5% or so of the library scored in one or more.

SMILES	Peg3 prom inh	PDI inh	NR2E3 ag-1	aDG glyco act	HIF-2a block	Granule exo inh	Vif inh	CaV13 FRET inh	TRPM1 prom inh	NR2E3 ag-2	hiPSC survival
Cc1ccc(C(=O)NC(=S)NCc2ccccc2)cc1	-60	1	-3	0.0	-152	4	1	-4	-30	-12	0.0
CC(C)(C)OC(=O)N[C@@H](Cc1ccccc1)[C@H](O)c1ccco1	-18	10	-1	0.3	-7	-2	-3	-5	-18	-2	-1.6
Cc1c(C)c2ccc(OCC(=O)Nc3cccnc3)c(C)c2oc1=O	-339	-4	-5	0.4	-217	-10	-9	-15	-65	-27	-0.4
CC(C(=O)NCc1ccc2c(c1)OCO2)c1ccc([N+](=O)[O-])cc1 (stereo not given)	2	2	3	1.1	9	3	3	-4	9	-9	3.0
CCN(CC)CCCNC(=O)CC1Oc2ccc(C)cc2NC1=O (stereo not given)	16	.	2	0.1	14	0	1	-3	.	-35	-1.6
O=C(COc1ccc(S(=O)(=O)NC2CCCC2)cc1)NCC1CCCO1 (stereo not given)	2	-3	-3	-0.2	17	-2	8	-2	2	-43	-2.1
COc1ccc(C2N(S(=O)(=O)c3ccccc3)CCN2S(=O)(=O)c2ccc(C)cc2)cc1 (stereo not given)	11	1	1	0.2	11	14	14	-5	4	15	-1.3
CCN(CC(=O)O)S(=O)(=O)c1cc(Cl)ccc1Cl	-5	0	2	-0.1	11	41	-10	.	-11	-3	-2.0
CCOc1ccc(NC(=O)CN(C)C(=O)C2CC(=O)N(c3cccc(SC)c3)C2)cc1OCC (stereo not given)	13	-3	.	-0.1	6	0	14	-3	9	-30	-0.1
Cc1ccc(CNC(=O)C2CC3Cn4c(nc5cc(C)c(C)cc54)C3N2C)o1 (stereo not given)	-5	2	0	0.2	4	2	5	-9	4	-20	0.2
CCOc1ccc(C2C(C(=O)c3ccco3)=C(O)C(=O)N2CCN2CCOCC2)cc1 (stereo not given)	-19	3	1	1.3	-25	-2	-1	-2	-12	-47	-0.3
CC(C)C[C@H]1CN=C(Nc2ccccc2)N1CC1CCCCCC1	2	1	2	0.4	-5	3	-5	-10	-36	-5	-1.1
CCn1c(CNC(=O)Cc2ccc(OC)cc2)nnc1SCC(=O)c1ccccc1	-8	2	.	0.1	-15	-2	18	.	-8	4	0.5
CCN(Cc1ccccc1)C(=O)COC(=O)c1n[nH]c2ccccc12	-24	3	1	-0.3	-10	0	-2	.	-7	-13	-0.9
O=C(CSC1=NS(=O)(=O)c2cc(F)ccc2N1)Nc1ccccc1	6	-5	1	0.3	6	0	8	-5	-4	-18	0.0
Clc1cccc(CN2CCc3c([nH]c4ccccc34)C2)c1	60*	1	2	0.6	28	58*	-5	-6	9	-20	0.3
O=C(COc1ncnc2c(Cl)cc(Cl)cc12)NC1CCCCCC1	9	0	-4	0.7	6	4	8	-4	4	-17	5.0
Cc1ccc(N(C(C)C(=O)N2CCCC2)S(C)(=O)=O)cc1 (stereo not given)	18	0	1	-0.1	11	2	-3	7	-5	-16	0.1
COc1ccc(CCCC(=O)N/N=C/c2ccccc2OC)cc1	-2	-7	1	0.1	12	0	-6	-4	5	1	2.0
COc1ccc(NC2CC(=O)NC2=O)cc1 (stereo not given)	-7	-11	2	-0.2	11	-3	8	-6	13	-12	-2.8
O=C(CN1C(=O)COc2ccc(S(=O)(=O)N3CCCCC3)cc21)NCc1ccc(F)cc1	12	3	2	0.1	7	10	-8	-3	-5	-19	-0.2
O=C(O)c1cc(Cl)ccc1-c1ccc(/C=C/c2cc(C(F)(F)F)[nH]c(=O)n2)o1	12	2	-2	-0.1	10	-1	5	-17	-7	-10	-1.3
COc1cc(/C=N/Nc2ccnc(=O)[nH]2)ccc1O	1	5	.	0.0	-12	-2	10	-19	2	-118	-0.9
CN(C)S(=O)(=O)c1cc(NC(=O)CN2CCN(c3ccccc3F)CC2)ccc1Cl	15	2	0	0.0	9	-1	-5	3	-4	-2	0.2
Cc1cccc(NC(=O)Cn2cc(C=O)c3ccccc32)c1	2	2	4	0.7	17	-1	-24	-2	13	16	-0.3

An excerpt from above in order of their number in Vif inh, largest number first:
compound	Peg3 prom inh	PDI inh	NR2E3 ag-1	aDG glyco act	HIF-2a block	Granule exo inh	Vif inh	CaV13 FRET inh	TRPM1 prom inh	NR2E3 ag-2
O=C(O)c1cc(Cl)ccc1-c1ccc(/C=C/c2cc(C(F)(F)F)[nH]c(=O)n2)o1	12	2	-2	-0.1	10	-1	5	-17	-7	-10
CN(C)S(=O)(=O)c1cc(NC(=O)CN2CCN(c3ccccc3F)CC2)ccc1Cl	15	2	0	0.0	9	-1	-5	3	-4	-2
Cc1c(C)c2ccc(OCC(=O)Nc3cccnc3)c(C)c2oc1=O	-339	-4	-5	0.4	-217	-10	-9	-15	-65	-27

Next part
SMILES	Peg3 prom inh	PDI inh	NR2E3 ag-1	aDG glyco act	HIF-2a block	Granule exo inh	Vif inh	CaV13 FRET inh	TRPM1 prom inh	NR2E3 ag-2	hiPSC survival
CCCCn1c(N)c(N(CC(C)C)C(=O)C2CC(=O)N(c3ccccc3C(C)CC)C2)c(=O)[nH]c1=O (stereo not given)	7	-2	2	-0.4	-7	1	-4	-2	-8	2	-0.3
CSc1ccccc1OCc1cc(C(=O)NCCc2nc(C)cc(C)n2)no1	-116	6	.	0.2	-136	6	4	-6	-71	-71	-0.6
CC(NCCC1(Cc2ccccc2Cl)CCOC(C)(C)C1)c1cccs1 (stereo not given)	18	-4	-1	0.2	14	49	-1	-5	-9	-1	-0.9
CC(C)[C@H](NC(=O)c1ccccc1)C(=O)OCC(=O)c1c(N)n(C)c(=O)n(C)c1=O	1	-8	.	0.1	13	0	-2	-7	6	11	-0.3
COc1ccc(NC(=S)Nc2ccc(N)c([N+](=O)[O-])c2)cc1	-126	6	-4	-0.3	-179	-5	-5	-5	-16	-62	-0.3
CCOc1ccc(NC(=O)[C@@H](NC(=O)c2ccccc2Br)C(C)C)cc1	-2	3	-5	0.0	17	-2	0	-10	4	0	-1.4
CC(Oc1ccc2c(-c3ccccc3)cc(=O)oc2c1)C(=O)NCCCN1CCOCC1 (stereo not given)	11	-3	-3	0.2	2	-2	4	-3	-1	6	-0.1
COc1cccc(=O)c2c(C)n(C)c(C)c12	2	-2	-1	-0.2	1	0	4	-6	0	-42	0.2
CC(C)NC(=O)N(C)C[C@H]1OCCCC[C@@H](C)Oc2ccc(NC(=O)C3CCCCC3)cc2C(=O)N([C@H](C)CO)C[C@@H]1C	12	-2	.	0.0	-3	-4	-2	-6	.	3	4.9
O=C(C(=O)N1CCN(c2ccccc2Cl)CC1)c1c[nH]c2ccccc12	-10	6	4	-0.2	-1	0	7	-1	0	-26	0.0
O=C1N=C(N2CCCCC2)S/C1=C\c1ccc(Cl)cc1	-138	5	4	0.2	-215	18	2	-2	-30	-14	-0.3
CC(=C/c1ccccc1)/C=N/NC(=O)c1cnccn1	-196	-7	-1	-0.1	-193	-5	6	-1	-57	-59	-4.6
O=C(Nc1nc2ccccc2[nH]1)c1ccc(Cl)cc1	-77	6	3	0.2	-54	-6	-2	-3	2	-243	-0.8
CC(=O)C[C@H]1c2cc(C(F)(F)F)ccc2S(=O)(=O)N1c1ccc(N(C)C)cc1	4	-6	3	0.4	-7	15	-5	-10	5	-43	-2.3
COc1ccc(C(=O)NC(=S)Nc2ccc(CN3CCOCC3)cc2)cc1Cl	13	-2	2	0.1	-36	13	-3	-7	2	11	-0.2
CCN(CC)S(=O)(=O)c1ccc(NC(=O)COC(=O)c2c[nH]c(=O)[nH]c2=O)cc1	-4	5	2	-0.1	2	-6	23	-5	-1	-35	0.4
COc1ccccc1C1CCN(C(=O)c2ccco2)CC1	16	2	0	0.1	19	-3	-2	-12	1	3	0.9
CN(C)/C=N/c1nc(Sc2ccc(C(F)(F)F)cc2[N+](=O)[O-])n[nH]1	2	6	-2	-0.1	6	-2	29	-3	7	-5	-0.6
NC(=O)C1CCN(C(c2ccccc2Cl)c2nnnn2Cc2ccc3c(c2)OCO3)CC1 (stereo not given)	10	5	-3	-0.1	-1	0	.	1	-6	-13	-0.3
COc1ccc(CN2CCC(CNS(=O)(=O)c3cccc(C(F)(F)F)c3)CC2)cc1	9	9	-5	0.7	12	32	13	-4	.	5	-0.4
COC(=O)CSc1ccnc2cc(Cl)ccc12	-1	-3	-1	-0.1	17	-4	25	-5	6	-16	-0.2
O=C(CSc1nnc(-c2ccco2)n1-c1ccccc1)NCc1ccco1	13	3	3	-0.2	15	1	3	-4	2	-1	4.4

Full records, looked up by structure:
Listed for `CSc1ccccc1OCc1cc(C(=O)NCCc2nc(C)cc(C)n2)no1` : Peg3 prom inh = -116; PDI inh = 6; NR2E3 ag-1 = .; aDG glyco act = 0.2; HIF-2a block = -136; Granule exo inh = 6; Vif inh = 4; CaV13 FRET inh = -6; TRPM1 prom inh = -71; NR2E3 ag-2 = -71; hiPSC survival = -0.6
Listed for `CC(=C/c1ccccc1)/C=N/NC(=O)c1cnccn1` : Peg3 prom inh = -196; PDI inh = -7; NR2E3 ag-1 = -1; aDG glyco act = -0.1; HIF-2a block = -193; Granule exo inh = -5; Vif inh = 6; CaV13 FRET inh = -1; TRPM1 prom inh = -57; NR2E3 ag-2 = -59; hiPSC survival = -4.6
Listed for `O=C1N=C(N2CCCCC2)S/C1=C\c1ccc(Cl)cc1` : Peg3 prom inh = -138; PDI inh = 5; NR2E3 ag-1 = 4; aDG glyco act = 0.2; HIF-2a block = -215; Granule exo inh = 18; Vif inh = 2; CaV13 FRET inh = -2; TRPM1 prom inh = -30; NR2E3 ag-2 = -14; hiPSC survival = -0.3
